From PubChem BioAssay
TNAP activators – human TNAP enzyme activators, primary screen, biochemical, luminescent, no phosphate acceptor, uHTS (AID 1001); 0.03% of 200,000 active; activation fold at 20 µM; hits with a dose series show EC50 in µM; purified TNAP, luminescent activation assay, no phosphate acceptor; higher activation fold means a stronger effect; in the data active means activation fold from about 3, or a potency from the dose series; inactive means the rest, 99 in 100 with activation fold below about 1.6; further: many of its hits are not listed in these tables
T cell modulator – T cell immune modulators affecting CD8 T cell-vesicle binding | 2C CD8+ T cell-vesicle binding, flow cytometry; hits give low values | calls only at 7 µM | 0.068% of 330,000 active;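 active means response, share of CD8 T cells binding vesicles, and their 90th percentile fluorescence all below set limits, cut at about 80% in these data, passing the limit was not always enough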
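Assay system – 2C mouse CD8+ T cells · Also added – QL9-loaded Drosophila micro-vesicles · Timing – Cell–vesicle co-incubation 1.5 h at 37 °C, staining 20 min on ice · Signal – flow cytometry of vesicle-bound cells · Measure – percent CD8+ FL2 mean versus row control · Controls – Peptide-free naked vesicles (low) and QL9 vesicles with 0.7% DMSO vehicle (high)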
Dynein transport – blocks dynein driven cargo transport along microtubules; 3617.4 mouse cells, GR-EGFP nuclear translocation imaging; test concentration mostly 20 µM; stimulated with dexamethasone, 1 µM; hits give low values; z-score, hits read low; 0.47% of 220,000 active;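 active means plate z-score of nuclear minus cytoplasmic receptor signal below a set negative limit, without overly bright fluorescence or cell loss, cut at about -3.5 in these data, passing the limit was not always enough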;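 further: z-score of nuclear minus cytoplasmic ring GR-EGFP intensity difference per well; some compounds called inactive have numbers as strong as hits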
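medium = tetracycline-free induction medium containing charcoal-stripped FBS | probe or stimulus = dexamethasone, 1.0 µM final | timing = 48 h induction, then 1 h compound, then 30 min agonist, 37 °C | detection = automated 10x imaging of fixed Hoechst-stained cells | read-out basis = nuclear versus cytoplasmic GR-EGFP signal, averaged per well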
PMI inhibitors – MPI enzyme activity inhibition – biochemical, fluorescence intensity, coupled assay, primary screen (AID 1209) | purified PMI enzyme, coupled fluorescence intensity; higher % means a stronger effect | inhibition, % at 20 µM; hits with a dose series show IC50 in µM | 0.42% of 190,000 active; in the data active means inhibition above about 50%;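 further: plate controls were DMSO vehicle for no effect and wells lacking substrate for full effect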
Myeloid diff MLP – promotes myeloid progenitor differentiation. ER-HoxA9 myeloid progenitors, lysozyme-GFP differentiation, flow cytometry. calls only at 10 µM. 1% of 360,000 active. AID 624256;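 active means normalized GFP-positive differentiation at or above the plate's own cutoff, the solvent-only control mean plus 3 SD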;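 further: cells exposed to compound for four days before flow analysis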
Insulin prom up – MIN6 insulin promoter up-regulation; MIN6 insulin promoter-GFP reporter, high-content imaging; hits give high values; z-score at 5 µM; 0.3% of 190,000 active; AID 1625;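 active means z-score above 3 at 5 µM with at least 500 cells counted in the well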
Hep lipid drop – hepatic lipid droplet formation modulation | AML12 mouse hepatocytes, oleate lipid droplets, BODIPY imaging | inhibition, % at 6.5 µM | 0.4% of 240,000 active | AID 1656;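 active means lipid droplet intensity inhibited by at least 50%, with more than 500 cells counted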
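Assay system: AML12 hepatocytes (mouse); Probe or stimulus: oleic acid at 100 µM to induce lipid droplet formation; Dosing: compound at 6.5 µM only; Schedule: compound with oleate, overnight; Detection: fluorescence imaging, 20x objective, two fields per well; Measure: % inhibition of lipid droplet signal.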
bCat nuc transl – modulators of beta-catenin nuclear translocation. HeLa beta-catenin nuclear translocation, immunofluorescence imaging. nuclear translocation activity, % at 5 µM. 0.3% of 190,000 active. AID 1665;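 active means nuclear translocation activity above 50% at 5 µM, with a well cell count of 50 or more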;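 further: per-cell ratio of nuclear to cytoplasmic median beta-catenin stain intensity; plate controls were DMSO negative control for no effect and GSK-3 inhibitor IX positive control for full effect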
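Test system: human HeLa cells, endogenous beta-catenin. Times: 24 h compound exposure, 37°C. Measured by: beta-catenin immunofluorescence imaging with DAPI.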
MT stabilize HCS – stabilizes microtubules in HeLa cells. HeLa tubulin immunostaining HCS, 24 h; share of cells brighter than vehicle mean+2SD. % tubulin-high responders, % at 10 µM. 0.83% of 200,000 active;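 active means plate Z-score above 3 for both tubulin-high and condensed-nucleus cell shares, with cell loss under 80%, at 10 µM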;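 further: anti alpha tubulin signal scored within the nucleus-defined area of each cell; some results filed as inactive read as strong as hits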
Dynein transport cytoplasmic EGFP – also measured in Dynein transport; calls as there; z-score; measured here: cytoplasmic GR-EGFP intensity; hits give high values
Dynein transport nuclear GR-EGFP – further read-out of Dynein transport, marked with its call; z-score; measured here: nuclear GR-EGFP intensity;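 lower value marks the stronger effect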
Dynein transport cell count – further read-out of Dynein transport, marked with its call; z-score; measured here: cell count per field
Insulin prom up cell count – second read-out of Insulin prom up, no call of its own (marks repeat the call); cell count; measured here: cytotoxicity, nuclei count;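 total cells summed across four imaged fields per well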
Hep lipid drop cells 6.5 µM – further read-out of Hep lipid drop, marked with its call; cell count; measured here: cell count, cytotoxicity flag;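 cells counted across two imaged fields per well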
bCat nuc transl cell count 5 µM – also measured in bCat nuc transl; calls as there; cell count; measured here: cell count, cytotoxicity flag
T cell modulator vesicle-bound % – also measured in T cell modulator; calls as there; double positive events, %; measured here: CD8+ vesicle-bound cell fraction;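 binding gate set so that unloaded-vesicle control wells show 10% double positive cells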
MT stabilize HCS Hoechst-high % – recorded beside MT stabilize HCS, whose call it bears; % Hoechst-high responders; measured here: nuclear condensation Hoechst responders;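 share of cells brighter than vehicle mean plus two SD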
MT stabilize HCS cytotoxicity % – recorded beside MT stabilize HCS, whose call it bears; toxicity, %; measured here: cytotoxicity by cell density;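 0% = mean cell density of plate MIN control wells and 100% = no cells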
Myeloid diff MLP GFP+ MAC1+ % – second read-out of Myeloid diff MLP, no call of its own (marks repeat the call); GFP+ MAC1+ double positive, %; measured here: differentiation confirmed by MAC1 staining
Numbers without * were called inactive.

How did CC(=O)Nc1ccc(NC(=O)C(C)OC(=O)CCC(=O)c2ccc(F)cc2)cc1 (stereo not drawn) do in these assays?
TNAP activators: 1.1; T cell modulator: inactive; Dynein transport: -0.041; PMI inhibitors: 14%; Myeloid diff MLP: inactive; Insulin prom up: 0.86; Hep lipid drop: -2; bCat nuc transl: -3.5; MT stabilize HCS: 1.1; Dynein transport cytoplasmic EGFP: -0.03; Dynein transport nuclear GR-EGFP: 0.27; Dynein transport cell count: -0.12; Insulin prom up cell count: 932; Hep lipid drop cells 6.5 µM: 835; bCat nuc transl cell count 5 µM: 1233; T cell modulator vesicle-bound %: 28; MT stabilize HCS Hoechst-high %: 0.9; MT stabilize HCS cytotoxicity %: 16; Myeloid diff MLP GFP+ MAC1+ %: 0.7

How did COCCCN1C(=O)C(=O)/C(=C(/O)c2ccc3c(c2)CC(C)O3)C1c1cccnc1 (stereo not drawn) do in these assays?
TNAP activators: 1; T cell modulator: inactive; Dynein transport: -0.71; PMI inhibitors: 7%; Insulin prom up: 1.2; Hep lipid drop: -7; MT stabilize HCS: 2.2; Dynein transport cytoplasmic EGFP: -0.22; Dynein transport nuclear GR-EGFP: -0.15; Dynein transport cell count: -0.12; Insulin prom up cell count: 1317; Hep lipid drop cells 6.5 µM: 684; T cell modulator vesicle-bound %: 44; MT stabilize HCS Hoechst-high %: 1.9; MT stabilize HCS cytotoxicity %: 5.6

What do the screens show for `COCCNc1nc2c(c(=O)n(Cc3ccc(OC)cc3)c(=O)n2C)n1C`?
TNAP activators: 1; T cell modulator: inactive; Dynein transport: -0.45; PMI inhibitors: -17%; Myeloid diff MLP: inactive; Hep lipid drop: 1; bCat nuc transl: -0.8; MT stabilize HCS: 6.0; Dynein transport cytoplasmic EGFP: 0.0058; Dynein transport nuclear GR-EGFP: 0.022; Dynein transport cell count: -0.38; Hep lipid drop cells 6.5 µM: 752; bCat nuc transl cell count 5 µM: 1074; T cell modulator vesicle-bound %: 33; MT stabilize HCS Hoechst-high %: 3.2; MT stabilize HCS cytotoxicity %: 9.3; Myeloid diff MLP GFP+ MAC1+ %: 2.0

How did COc1ccccc1OCCNC(=O)c1ccccc1C do in these assays?
TNAP activators: 1.1; T cell modulator: inactive; Dynein transport: 0.68; PMI inhibitors: 4%; Myeloid diff MLP: inactive; Insulin prom up: -0.32; Hep lipid drop: -4; MT stabilize HCS: 3.3; Dynein transport cytoplasmic EGFP: -0.19; Dynein transport nuclear GR-EGFP: 0.74; Dynein transport cell count: -0.054; Insulin prom up cell count: 1295; Hep lipid drop cells 6.5 µM: 741; T cell modulator vesicle-bound %: 23; MT stabilize HCS Hoechst-high %: 1.3; MT stabilize HCS cytotoxicity %: 8.1; Myeloid diff MLP GFP+ MAC1+ %: 1.6

What do the screens show for `COCCNCC#CCOc1ccc(OC)cc1`?
TNAP activators: 1.1; T cell modulator: inactive; Dynein transport: 1.3; PMI inhibitors: 25%; Myeloid diff MLP: inactive; Insulin prom up: 0.28; Hep lipid drop: 10; bCat nuc transl: -0.2; MT stabilize HCS: 7.4; Dynein transport cytoplasmic EGFP: -0.21; Dynein transport nuclear GR-EGFP: 0.67; Dynein transport cell count: -0.99; Insulin prom up cell count: 1249; Hep lipid drop cells 6.5 µM: 797; bCat nuc transl cell count 5 µM: 1146; T cell modulator vesicle-bound %: 34; MT stabilize HCS Hoechst-high %: 3.4; MT stabilize HCS cytotoxicity %: 9.1; Myeloid diff MLP GFP+ MAC1+ %: 5.2

How did COc1ccc(CC(=O)Nc2ccc(-c3noc(COc4ccccc4C)n3)cc2)cc1 do in these assays?
TNAP activators: 1; T cell modulator: inactive; Dynein transport: 0.85; PMI inhibitors: 6%; Myeloid diff MLP: inactive; Insulin prom up: 0.03; Hep lipid drop: -1; bCat nuc transl: 2.1; MT stabilize HCS: 4.3; Dynein transport cytoplasmic EGFP: -0.13; Dynein transport nuclear GR-EGFP: 1.3; Dynein transport cell count: -0.7; Insulin prom up cell count: 1346; Hep lipid drop cells 6.5 µM: 756; bCat nuc transl cell count 5 µM: 1115; T cell modulator vesicle-bound %: 58; MT stabilize HCS Hoechst-high %: 1.9; MT stabilize HCS cytotoxicity %: 5.2; Myeloid diff MLP GFP+ MAC1+ %: 1.1

What do the screens show for `CC(C)C(C)(C#N)NC(=O)CSc1nnc(-c2ccncc2)n1Cc1ccccc1` (stereo not drawn)?
TNAP activators: 1.1; T cell modulator: inactive; Dynein transport: 1.3; PMI inhibitors: -9%; Myeloid diff MLP: inactive; Insulin prom up: -1.5; bCat nuc transl: -6.5; MT stabilize HCS: 2.6; Dynein transport cytoplasmic EGFP: 0.059; Dynein transport nuclear GR-EGFP: 0.79; Dynein transport cell count: -0.61; Insulin prom up cell count: 1346; bCat nuc transl cell count 5 µM: 974; T cell modulator vesicle-bound %: 17; MT stabilize HCS Hoechst-high %: 2.5; MT stabilize HCS cytotoxicity %: 11; Myeloid diff MLP GFP+ MAC1+ %: 0.8

What do the screens show for `C/C(=N/NC(=O)CCc1ccccc1)c1ccco1`?
TNAP activators: 1; T cell modulator: inactive; Dynein transport: -0.29; PMI inhibitors: -6%; Myeloid diff MLP: inactive; Insulin prom up: 0.03; Hep lipid drop: 6; bCat nuc transl: -0.2; MT stabilize HCS: 1.7; Dynein transport cytoplasmic EGFP: -0.33; Dynein transport nuclear GR-EGFP: -0.15; Dynein transport cell count: 1.1; Insulin prom up cell count: 1435; Hep lipid drop cells 6.5 µM: 693; bCat nuc transl cell count 5 µM: 1462; T cell modulator vesicle-bound %: 57; MT stabilize HCS Hoechst-high %: 1.2; MT stabilize HCS cytotoxicity %: 1.5; Myeloid diff MLP GFP+ MAC1+ %: 1.0

Results for O=C(c1ccccc1)N1CCN(Cc2ccccc2C(F)(F)F)CC1 ?
TNAP activators: 1.1; T cell modulator: inactive; Dynein transport: -1.1; PMI inhibitors: -8%; Myeloid diff MLP: inactive; Insulin prom up: -0.87; Hep lipid drop: 2; bCat nuc transl: -0.2; MT stabilize HCS: 2.5; Dynein transport cytoplasmic EGFP: -0.31; Dynein transport nuclear GR-EGFP: -0.48; Dynein transport cell count: 1.2; Insulin prom up cell count: 1094; Hep lipid drop cells 6.5 µM: 679; bCat nuc transl cell count 5 µM: 1110; T cell modulator vesicle-bound %: 16; MT stabilize HCS Hoechst-high %: 2.0; MT stabilize HCS cytotoxicity %: 5.8; Myeloid diff MLP GFP+ MAC1+ %: 0.5

What do the screens show for `COc1ccc(OC)c(NC(=O)CCCN2C(=O)C3C4C=CC(C4)C3C2=O)c1` (stereo not drawn)?
TNAP activators: 1.1; T cell modulator: inactive; Dynein transport: -0.59; PMI inhibitors: 5%; Myeloid diff MLP: inactive; Insulin prom up: 1; bCat nuc transl: 1.4; MT stabilize HCS: 2.0; Dynein transport cytoplasmic EGFP: -0.2; Dynein transport nuclear GR-EGFP: -0.29; Dynein transport cell count: 0.8; Insulin prom up cell count: 1561; bCat nuc transl cell count 5 µM: 1408; T cell modulator vesicle-bound %: 34; MT stabilize HCS Hoechst-high %: 2.5; MT stabilize HCS cytotoxicity %: 1.8; Myeloid diff MLP GFP+ MAC1+ %: 1.1

How did CC(C)[C@H](NC(=O)Nc1ccc(Oc2ccccc2)cc1)C(=O)O do in these assays?
TNAP activators: 1.1; T cell modulator: inactive; Dynein transport: -0.48; PMI inhibitors: -3%; Myeloid diff MLP: inactive; Insulin prom up: 0.03; bCat nuc transl: 1.3; MT stabilize HCS: 5.2; Dynein transport cytoplasmic EGFP: -0.13; Dynein transport nuclear GR-EGFP: 0.056; Dynein transport cell count: -0.8; Insulin prom up cell count: 1175; bCat nuc transl cell count 5 µM: 1173; T cell modulator vesicle-bound %: 39; MT stabilize HCS Hoechst-high %: 3.2; MT stabilize HCS cytotoxicity %: 10; Myeloid diff MLP GFP+ MAC1+ %: 0.8

What do the screens show for `O=C(CN1CCN(c2ccccc2)CC1)Nc1ccc(OCc2ccccc2)cc1`?
TNAP activators: 1.1; T cell modulator: inactive; Dynein transport: 0.65; PMI inhibitors: 18%; Myeloid diff MLP: inactive; Insulin prom up: -0.37; bCat nuc transl: -3.3; MT stabilize HCS: 2.2; Dynein transport cytoplasmic EGFP: -0.19; Dynein transport nuclear GR-EGFP: 1.2; Dynein transport cell count: 0.11; Insulin prom up cell count: 838; bCat nuc transl cell count 5 µM: 944; T cell modulator vesicle-bound %: 21; MT stabilize HCS Hoechst-high %: 1.6; MT stabilize HCS cytotoxicity %: 7.3; Myeloid diff MLP GFP+ MAC1+ %: 1.3
